HEK293 viab – GF-AFC viability counterscreen for inhibitors of alpha-synuclein gene (SNCA) expression | HEK-293-SNCA-luc viability, GF-AFC fluorescence, 24 h | Potency, µM (series often up to 57.1 µM), inactives show at the top dose activity change, negative = cytotoxicity, usual class: cytotoxic | hit rate 0.12% among 150,000 | AID 1671193, 2021;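 further: potency means the concentration at half of the fitted maximal effect; 0% = DMSO-treated cells and -100% = medium-only wells without cells; nearly all actives have a fitted effect of over 30% in size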
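Cytotoxicity counterscreen: after 24 h compound treatment of genome-edited SNCA-luciferase HEK-293 cells, live-cell protease substrate GF-AFC read by fluorescence after 30 min; activity scaled between DMSO (0%) and medium-only (-100%), curves Hill-fitted.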
SNCA expr inh – Primary qHTS assay for inhibitors of alpha-synuclein gene (SNCA) expression; hit rate 0.17% among 140,000; Potency, µM (titrated, usually from 57.2 µM), without a hit: at the top dose activity change, negative = inhibition, actives largely listed as inhibitors; AID 1671194, 2021; HEK-293 SNCA-luciferase knock-in, luminescence, 24 h;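 further: potency means the concentration at half of the fitted maximal effect; plate controls were DMSO cells for no effect and cell-free wells for full effect; nearly all actives have a fitted effect of over 45% in size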
Luciferase inh – Firefly luciferase inhibition profiling of diverse chemical library using quantitative high-throughput screening; Luciferin 4-monooxygenase (Photinus pyralis), P08659; purified P. pyralis luciferase, luminescence, biochemical; Potency, µM (titrated, usually from 115 µM), without a hit: at the highest dose activity change, negative = inhibition, hits mostly inhibitors; hit rate 2.5% among 76,000; AID 1347043, 2019; further: potency means the concentration at half of the fitted maximal effect; nearly all actives have a fitted effect of over 65% in size
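Inhibitors were tested against purified firefly luciferase in a biochemical, low-substrate format (both substrates at 10uM) and luminescence measured with a CCD imager.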
IP6K1 inhibitor – Primary qHTS assay for small molecule inhibitors of Inositol hexaphosphate kinase 1 (IP6K1); activity change, % (series mostly up to about 58 µM); AID 1645851, 2021; hit rate 0.81% among 140,000; IP6K1 kinase, ADP-Glo luminescence, 2 h; hits give low values; in the data active means activity change below about -25%
Target sequence (Q92551 whole entry, looked up): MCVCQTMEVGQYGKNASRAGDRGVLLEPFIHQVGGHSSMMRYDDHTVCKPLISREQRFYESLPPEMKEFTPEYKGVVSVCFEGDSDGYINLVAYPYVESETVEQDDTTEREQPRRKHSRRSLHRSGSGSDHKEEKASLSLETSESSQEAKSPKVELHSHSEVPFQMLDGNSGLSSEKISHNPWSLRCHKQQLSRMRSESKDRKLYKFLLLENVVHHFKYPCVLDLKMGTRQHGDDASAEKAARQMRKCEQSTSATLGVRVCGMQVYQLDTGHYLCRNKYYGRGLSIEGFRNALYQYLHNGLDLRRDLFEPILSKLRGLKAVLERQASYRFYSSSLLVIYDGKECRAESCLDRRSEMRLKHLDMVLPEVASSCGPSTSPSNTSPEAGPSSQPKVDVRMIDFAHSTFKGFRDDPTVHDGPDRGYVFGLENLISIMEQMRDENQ
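ADP-Glo luminescence measures ADP made by human IP6K1 during a 2 h RT reaction with ATP/IP6 (mix at 1.3 mM/130 uM); top library doses 57.5 and 19.1 uM final.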
HEK293 tox – Cytotoxic Profiling in HEK 293 Cell Line of Diverse Libraries Using Quantitative High-Throughput Screening | HEK 293 viability, ATP luminescence (CellTiter-Glo), 48-72 h | Potency, µM (top dose mostly 115 µM), inactives show at the highest dose activity change, negative = cytotoxicity, hits mostly inhibitors | hit rate 6.6% among 94,000 | AID 1345083, 2018; further: potency means the concentration at half of the fitted maximal effect; nearly all actives have a fitted effect of over 60% in size
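qHTS cytotoxicity; HEK 293, 250 cells/well; compound pinned; 48 or 72 hr, 37 degree Celsius, 5% CO2, 95% humidity; CellTiter-Glo, 10 min RT; luminescence (ATP).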
NIH3T3 tox – Cytotoxic Profiling in NIH 3T3 Cell Line of Diverse Libraries Using Quantitative High-Throughput Screening. NIH 3T3 viability, CellTiter-Glo ATP luminescence, 48-72 h. Potency, µM (titrated, usually from 96.7 µM), for the others: at the highest dose activity change, negative = cytotoxicity, usual class: inhibitors. hit rate 4.3% among 94,000; further: potency means the concentration at half of the fitted maximal effect; nearly all actives have a fitted effect of over 55% in size
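NIH 3T3 cells at 400 cells/well received 23 nL of compound by pintool and were incubated 48 or 72 h at 37 °C. Viability was read as ATP-coupled CellTiter-Glo luminescence.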
GPT2 inhibitor – Primary qHTS assay for inhibitors of Glutamate pyruvate transaminase 2 (GPT2) | Alanine aminotransferase 2 (Homo sapiens), Q8TD30 | Recombinant GPT2, coupled pyruvate oxidase/HRP Amplex Red fluorescence | Potency, µM (series often up to 57.7 µM), without a hit: at the top dose activity change, negative = inhibition, actives largely listed as inhibitors | hit rate 0.25% among 100,000 | AID 1671188, 2021; further: potency means the concentration at half of the fitted maximal effect; nearly all actives have a fitted effect of over 60% in size; many of its hits are not listed in these tables
Target sequence (Q8TD30 whole entry, looked up): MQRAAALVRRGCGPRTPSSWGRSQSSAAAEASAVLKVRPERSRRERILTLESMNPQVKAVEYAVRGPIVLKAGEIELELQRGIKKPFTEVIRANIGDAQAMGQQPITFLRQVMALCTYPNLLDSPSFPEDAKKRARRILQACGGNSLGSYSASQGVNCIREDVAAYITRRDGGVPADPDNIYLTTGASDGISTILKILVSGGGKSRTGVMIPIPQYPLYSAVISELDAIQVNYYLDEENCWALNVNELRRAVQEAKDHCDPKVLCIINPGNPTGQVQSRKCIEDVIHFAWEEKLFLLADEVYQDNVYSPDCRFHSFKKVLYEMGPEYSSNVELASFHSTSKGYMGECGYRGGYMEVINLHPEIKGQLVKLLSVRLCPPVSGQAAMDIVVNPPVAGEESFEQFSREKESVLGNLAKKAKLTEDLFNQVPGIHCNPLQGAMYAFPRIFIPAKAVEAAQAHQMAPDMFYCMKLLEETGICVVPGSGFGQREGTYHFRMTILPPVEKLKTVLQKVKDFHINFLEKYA
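GPT2 10ng/uL, a-KG 250uM, L-Ala 2mM, HEPES pH7.5 + 0.0001% Tween; 30 min RT. Then Amplex mix (PO/HRP/ThPP), 30 min RT dark, fluorescence. AOA 50uM used as positive control.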
Numbers without * were called inactive; i = inactive; ? = inconclusive; . = not tested or not shown; & = joins results of further samples; [ ] = remark or other dose. Unless noted, the call rests on the fitted dose curve; in most records, active means well fitted curve in the direction sought with a large enough effect; inconclusive means small, poorly fitted or top-dose-only effect, or another doubt; inactive means no such curve, though single readings can be large; an effect the other way counts as inactive or inconclusive. Unless noted, on the % scale 0 is the no-effect control and ±100 the full control effect. This is a subset, so the mix of outcomes need not match the whole.

SMILES	HEK293 viab	SNCA expr inh	Luciferase inh	IP6K1 inhibitor	HEK293 tox	NIH3T3 tox	GPT2 inhibitor
O=C(Cn1ncc2c(Cl)cccc21)NCc1cccc(Br)c1	4%	-22%	.	-16	.	.	.
CC(CCc1ccccc1)Nc1ncnc2c1CN(C1CCNC1)C(=O)CN2C (stereo not given)	0%	-10%	.	-11	-9%	-1%	-9%
Cc1cccc(-c2cccc(CN3CCC(NC(=O)c4ccccc4)CC3)c2)c1	-7%	-42%	.	-1	35µM*	25µM*	i
COCCNC(=O)c1ccc2c(c1)N(C)C(CC(=O)NC1CCOCC1)CO2 (stereo not given)	6%	4%	-2%	-3	-9%	2%	-10%
Cc1ccc2onc(CNC(=O)N3CCN(c4cc(Cl)ccc4C)CC3)c2c1	-4%	?	.	-3	.	.	.
CCCCC(=O)NC1(C(F)(F)F)C(=O)Nc2c1c(=O)[nH]c(=O)n2-c1ccc(F)cc1 (stereo not given)	3%	-6%	.	-10	.	.	.
O=C(c1ccc2ncccc2c1)N1CCC(N2C(=O)C(O)C23CCCCC3)CC1 (stereo not given)	3%	14%	-5%	-5	-24%	-14%	i
COC1C(=O)N(CC2CC2)C12CCN(C(=O)c1ccc(C)nc1)CC2 (stereo not given)	2%	-5%	2%	18	i	-3%	0%
CCOC(=O)c1c(S(=O)(=O)N2CCC(C(=O)NCc3ccccc3OC)CC2)c(C)n(C)c1C	12%	-23%	.	3	.	.	.
C#CCNC(=O)[C@@H]1Cc2cn(Cc3cccnc3)c3cccc(c23)[C@H](CC(C)C)N1	-17%[87.6 µM]	?	14%[172 µM]	-12	56µM*	79µM*	-22%[88.5 µM]
CCNC(=O)[C@H]1O[C@@H](n2cnc3c(N)nc(NCCc4ccc(CCC(=O)O)cc4)nc32)[C@H](O)[C@@H]1O	15%&4%	41%[activator]	.	4	.	.	i
O=C(Nc1ccccn1)C1c2ccccc2C(=O)N(Cc2ccccc2)C12CCCC2 (stereo not given)	-15%	5%	8%	-2	-25%	-7%	2%
O=C(/C=C\n1cnc(-c2cc(C(F)(F)F)cc(C(F)(F)F)c2)n1)NNc1cnccn1	?	?	.	.	.	.	-3%
Cc1ccccc1CNC[C@H]1O[C@@H]2C[C@@H](CC(=O)N3CCC(F)(F)C3)O[C@@H]2[C@@H]1O	4%[87.6 µM]	-7%[87.6 µM]	-15%[172 µM]	2	-1%[172 µM]	?	i
CC(C)c1nc2c(c(-c3ccc(O)cc3)n1)CCN(Cc1ccc(F)cc1)CC2	-24%	6%	-2%	4	?	?	0%
COCCCNc1cc(-c2cccc(C(F)(F)F)c2)nc2c(C)noc12	2%[87.6 µM]	-19%[87.6 µM]	1%[172 µM]	-12	79µM*	?	3%[88.5 µM]
COc1ccc2nc(C[C@@H]3C[C@@H](C(C)C)[C@H](CNCc4ccccc4)C=C3C)[nH]c2c1	?	-36%[87.6 µM]	0%[172 µM]	-10	45µM*	50µM*	i
Cc1nn(CC(=O)NCc2ccc(Cl)cc2)c(=O)c2cc3sccc3n12	7%	4%	.	-9	.	.	.
CN(C)C(=O)c1cccnc1-c1ccc(S(C)(=O)=O)cc1	-3%	-15%	14%	-1	-7%	2%	4%
Cc1ccc(C2c3cc(OCc4nc(C(=O)N5CCCC5)co4)ccc3CCN2C(=O)C2CC2)cc1 (stereo not given)	-8%	-10%	1%	0	40µM*	?	-10%
Cc1ccccc1CSc1nnc2[nH]c(=O)cc(-c3ccccc3)n12	-2%	?	.	-12	.	.	.
COC1CCOC2(CCN(C(=O)c3cc(F)ccc3F)CC2)C1 (stereo not given)	-4%[12.5 µM]	?	-8%	-9	-2%	-11%	2%
COC[C@@H]1CN(C(=O)c2cn3ccccc3n2)C[C@H]1c1ccncc1	3%	4%	6%	-12	0%	i	i
COc1ccc(OC)c(-c2cc(-c3cccs3)nc3c(C)noc23)c1	5%[87.6 µM]	-24%[87.6 µM]	-1%[172 µM]	-11	?	?	4%[88.5 µM]
O=C(c1ccc(F)cc1)N1CCCN(c2ccnc3ccnn23)CC1	-5%	?	.	8	-28%	?	i
CN1C(=O)C(CC(=O)NC2CC2)=C2CCCCC21 (stereo not given)	0%	6%	7%	35	-16%	-12%	-5%
CCCN1C(=O)c2[nH]nc(-c3ccc(OC)cc3)c2C1c1ccccn1 (stereo not given)	-8%	63%[activator]	.	12	.	.	.
COc1cccc(CN2CC[C@H]3COC(=O)N3c3ccc(OC)cc3C2)c1	-1%[87.6 µM]	-6%[87.6 µM]	-13%[172 µM]	-14	-16%[172 µM]	-4%[138 µM]	i
CN(C)C[C@@H]1CN(c2ncccn2)C[C@H]1NC(=O)c1cnco1	-10%	-25%	-4%	2	i	3%	i
CNC(=O)CCC1CCN(C(=O)c2ccccc2F)CC1	7%	-21%	2%	11	3%	4%	i

Whole records from above. Order of screens: HEK293 viab	SNCA expr inh	Luciferase inh	IP6K1 inhibitor	HEK293 tox	NIH3T3 tox	GPT2 inhibitor
Listed for `COC1CCOC2(CCN(C(=O)c3cc(F)ccc3F)CC2)C1` (stereo not given) : -4%[12.5 µM]	?	-8%	-9	-2%	-11%	2%
Listed for `COc1cccc(CN2CC[C@H]3COC(=O)N3c3ccc(OC)cc3C2)c1` : -1%[87.6 µM]	-6%[87.6 µM]	-13%[172 µM]	-14	-16%[172 µM]	-4%[138 µM]	i
Listed for `Cc1ccccc1CSc1nnc2[nH]c(=O)cc(-c3ccccc3)n12` : -2%	?	.	-12	.	.	.
Listed for `COC[C@@H]1CN(C(=O)c2cn3ccccc3n2)C[C@H]1c1ccncc1` : 3%	4%	6%	-12	0%	i	i

The listing picks up; the 4 compounds before the break are reprinted first.
SMILES	HEK293 viab	SNCA expr inh	Luciferase inh	IP6K1 inhibitor	HEK293 tox	NIH3T3 tox	GPT2 inhibitor
CCCN1C(=O)c2[nH]nc(-c3ccc(OC)cc3)c2C1c1ccccn1 (stereo not given)	-8%	63%[activator]	.	12	.	.	.
COc1cccc(CN2CC[C@H]3COC(=O)N3c3ccc(OC)cc3C2)c1	-1%[87.6 µM]	-6%[87.6 µM]	-13%[172 µM]	-14	-16%[172 µM]	-4%[138 µM]	i
CN(C)C[C@@H]1CN(c2ncccn2)C[C@H]1NC(=O)c1cnco1	-10%	-25%	-4%	2	i	3%	i
CNC(=O)CCC1CCN(C(=O)c2ccccc2F)CC1	7%	-21%	2%	11	3%	4%	i
Cc1ccc2c(c1)C(c1ccccc1)N(C(=O)c1ccc(S(=O)(=O)N3CCCCC3)cc1)CC(=O)N2 (stereo not given)	2%	187%[activator]	.	9	.	.	.
Cc1cccc(Cl)c1NC(=O)CN1C(=O)NC(c2ccc(Cl)cc2)C2=C1COC2=O (stereo not given)	4%	-12%	-13%	-4	32µM*	?	-5%
COc1ccc(-c2nnc3n2CCN([S+](=O)([O-])c2ccc(C(F)(F)F)cc2)C3)cc1	-7%	7%	0%	-2	4%	-10%	-2%
O=[S+]([O-])(NC1CCN(Cc2ccc(-c3ccsc3)cc2)C1)c1cccc(C(F)(F)F)c1 (stereo not given)	-14%	?	.	1	28µM*	16µM*	i
O=C(NCc1ccc(F)cc1)c1nc(-c2cccc(C(F)(F)F)c2)c2ccccn12	13%	-5%	-9%	15	?	?	?
CCCCNC(=O)c1ccc2c(c1)N(Cc1ccc(F)cc1)C(=O)c1ccccc1S2=O (stereo not given)	-3%	-5%	.	19	.	.	.
COc1ccc(NC(=O)CSc2nc3ccccc3n2CC(=O)N(C)c2ccc(F)cc2)cc1	?	0%	.	-2	.	.	.
COc1ccc(-c2noc(CC3CCN(C(=O)C4CCN(C(=O)c5ccccc5)CC4)CC3)n2)cc1	-11%	-20%	-11%	1	?	?	i
CCC(CC)C(=O)NC1CCN(c2cnn(CCOC)c(=O)c2)CC1	23%	2%	-16%	3	-7%	-18%	i
C=CCNC(=O)C[C@@H]1CCN(C(=O)Nc2cccc(C(F)(F)F)c2)C[C@@H]1CC	3%[87.6 µM]	12%[87.6 µM]	-3%[172 µM]	-6	?	?	i
CC(C)c1nc(-c2ccc(NC(=O)Nc3cccc(C(F)(F)F)c3)c3ccccc23)c2c(N)nccn12	?	.	.	25	.	.	-8%
Cc1ccc(CN2C(=O)NC3(CCN(C(=O)c4ccc[nH]c4=O)CC3)C2=O)cc1	9%	-5%	-5%	-9	0%	-6%	i
Cc1ccc(NC(=O)CSc2ncc3c(n2)-c2ccccc2N(Cc2cccc(F)c2)S3(=O)=O)cc1F	16%	-15%	.	30	.	.	.
CCOC(=O)c1c(C)[nH]c(C)c1S(=O)(=O)N1CCCC(C(=O)Nc2ncccc2C)C1 (stereo not given)	7%	-14%	.	3	.	.	.
Cc1cccc(-c2[nH]ncc2CN)c1	2%	-1%	0%	4	4%	-22%	i
COc1cccc(NC(=O)N[C@H]2[C@H](O)[C@@H](N3CCC(C(N)=O)CC3)[C@@H]3OC[C@H]2O3)c1	4%[87.6 µM]	-16%[87.6 µM]	3%[172 µM]	-1	i	0%[138 µM]	-2%[88.5 µM]
CN1CC(=O)N(C2CCCNC2)Cc2c1ncnc2N1CCN(Cc2ccccc2)CC1 (stereo not given)	1%	0%	.	6	1%	i	-8%
O=C1CCC2(C(=O)NCCCN3CCOCC3)CCCC=C2N1c1ccccc1 (stereo not given)	8%	-1%	-9%	8	i	1%	-22%
COCC1CN(C(C)=O)CC12CCN(C(=O)C1CNC1)CC2 (stereo not given)	?	3%	1%	-6	-21%	-9%	i
COc1ccc(Nc2cc3c(cn2)CN(Cc2ccncc2)CCN3)cc1OC	4%[87.6 µM]	7%[87.6 µM]	1%[172 µM]	-4	?	?	-6%[88.5 µM]
O=c1[nH]c(C2CCCN(Cc3ccc(C(F)(F)F)cc3)C2)nn1-c1ccccc1 (stereo not given)	-15%	-18%	0%	20	-6%	-3%	-15%
O=C(O)COCC(=O)N[C@H]1CCN2C(=O)c3ccc(Cl)cc3NC(=O)[C@H]12	-2%[87.6 µM]	-20%[87.6 µM]	2%[172 µM]	17	i	i	-10%[88.5 µM]
O=C(N[C@H]1[C@H](O)[C@H](O)C[C@@H]1c1ccc(N2CCOCC2)nc1)c1ccc2c(c1)OCCO2	?	30%[activator]	-12%	-1	5%	-13%	i
COc1ccc(N2CCN(C(=O)c3cnn(-c4ccc(OC)cc4)c3C3CCN(C(=O)OC(C)(C)C)CC3)CC2)cc1	-25%	-13%	.	6	.	.	.
